From PubChem BioAssay
LYPLA1 counter: counter-screen for PME1 inhibitors: inhibitors of human LYPLA1; recombinant LYPLA1, FP-Rh probe fluorescence polarization; inhibition, % at 5.9 µM; actives 0.16% (n = 320,000); AID 2174;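 active means inhibition above the mean of all tested compounds plus 3 SD, set per campaign, cut at about 14% in these data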;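 further: inhibitors block serine hydrolase probe labeling of LYPLA1 so polarization falls; 0% = enzyme with DMSO and 100% = wells lacking LYPLA1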
Target sequence (O75608 whole entry, looked up): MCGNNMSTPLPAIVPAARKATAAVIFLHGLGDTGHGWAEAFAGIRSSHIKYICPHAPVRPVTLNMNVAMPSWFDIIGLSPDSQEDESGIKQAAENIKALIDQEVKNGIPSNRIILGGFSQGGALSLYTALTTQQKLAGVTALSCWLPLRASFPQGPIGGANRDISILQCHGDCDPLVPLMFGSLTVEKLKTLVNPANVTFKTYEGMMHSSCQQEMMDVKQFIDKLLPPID
pPAFAH FP inh: inhibitors of human plasma PAF acetylhydrolase (pPAFAH) | actives 1.5% (n = 330,000) | recombinant pPAFAH, FP-rhodamine probe fluorescence polarization | inhibition, % at 3.39 µM | Q13093;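 active means inhibition above the mean inhibition across the screen plus 3 SD, cut at about 25% in these data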;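 further: inhibitors block binding of the rhodamine activity-based probe so polarization drops; 0% = enzyme with DMSO and 100% = wells lacking pPAFAH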
PAFAH1B3 FP inh: PAFAH1B3 (human) inhibition. Q15102. recombinant PAFAH1B3, FP-rhodamine probe, fluorescence polarization. inhibition, % at 3.39 µM. actives 0.28% (n = 340,000). AID 492972;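 active means inhibition above the screen-wide average of all tested compounds plus 3 SD, cut at about 25% in these data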;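 further: 0% = enzyme with DMSO only and 100% = wells lacking PAFAH1B3 protein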
Target sequence (Q15102 whole entry, looked up): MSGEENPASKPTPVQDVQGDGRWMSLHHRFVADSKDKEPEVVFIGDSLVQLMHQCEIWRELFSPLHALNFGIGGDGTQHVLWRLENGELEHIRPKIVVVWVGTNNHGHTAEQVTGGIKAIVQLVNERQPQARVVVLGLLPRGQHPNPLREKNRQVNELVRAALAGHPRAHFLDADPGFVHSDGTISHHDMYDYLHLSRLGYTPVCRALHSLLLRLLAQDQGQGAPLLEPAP
PREPL inh: inhibits the human prolyl oligopeptidase-like enzyme | Q4J6C6 | recombinant PREPL, fluorescence polarization activity-based probe | inhibition, % at 5.96 µM | actives 0.68% (n = 320,000) | AID 2751; in the data active means inhibition above about 43%;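 further: 0% = enzyme with DMSO and 100% = wells lacking enzyme; many of its hits are not listed in these tables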
LYPLA2 counter: LYPLA2 (human) inhibition in PME1 counter-screen | O95372 | recombinant LYPLA2, FP-Rh probe fluorescence polarization | inhibition, % at 5.9 µM | actives 0.38% (n = 320,000) | AID 2177;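 active means inhibition above the screen-wide mean plus 3 SD, limit set per campaign, cut at about 26% in these data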;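 further: 0% = LYPLA2 with DMSO and 100% = wells lacking LYPLA2 enzyme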
PAD4 FP inh: blocks human protein arginine deiminase 4 | recombinant PAD4, RCA probe fluorescence polarization | actives 0.41% (n = 330,000) | inhibition, % at 6.36 µM | Q9UM07;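 active means percent inhibition above a cutoff equal to the mean of all tested compounds plus 3 SD, cut at about 15% in these data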;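 further: 0% = PAD4 with RCA probe and DMSO and 100% = probe without PAD4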
PAFAH1B2 FP inh: PAFAH1B2 (human) inhibition | inhibition, % at 3.39 µM | P68402 | recombinant PAFAH1B2, FP-rhodamine activity probe, fluorescence polarization | actives 1.2% (n = 340,000) | AID 492953;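 active means inhibition above the mean of all tested compounds plus 3 SD, cut at about 24% in these data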;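 further: 0% = enzyme with DMSO and 100% = wells lacking PAFAH1B2; many of its hits are not listed in these tables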
Target sequence (P68402 whole entry, looked up): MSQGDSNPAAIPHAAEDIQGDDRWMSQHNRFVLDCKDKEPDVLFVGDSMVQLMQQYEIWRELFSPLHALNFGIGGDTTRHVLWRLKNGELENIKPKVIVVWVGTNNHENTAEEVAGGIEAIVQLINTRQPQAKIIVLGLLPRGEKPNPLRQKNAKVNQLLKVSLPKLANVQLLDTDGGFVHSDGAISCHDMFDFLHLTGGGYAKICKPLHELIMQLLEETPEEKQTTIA
PAFAH2 inh: inhibitors of human PAFAH2. Q99487. recombinant PAFAH2, FP-rhodamine activity probe, fluorescence polarization. inhibition, % at 3.39 µM. actives 0.99% (n = 340,000);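 active means inhibition above the mean over all tested compounds plus 3 SD, cut at about 30% in these data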;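 further: inhibitors block probe labeling of enzyme so polarization drops; 0% = enzyme with DMSO and 100% = wells lacking PAFAH2 protein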
GSTO1 inh: GSTO1 inhibition, counter-screen for RBBP9 inhibitors; recombinant GSTO1, activity-based probe fluorescence polarization; inhibition, % at 5.96 µM; actives 1.1% (n = 300,000); AID 1974;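 active means inhibition above the campaign mean inhibition plus 3 SD, cut at about 35% in these data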;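 further: 0% = GSTO1-1 with DMSO and 100% = wells lacking GSTO1-1 enzyme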
Target sequence (P78417 whole entry, looked up): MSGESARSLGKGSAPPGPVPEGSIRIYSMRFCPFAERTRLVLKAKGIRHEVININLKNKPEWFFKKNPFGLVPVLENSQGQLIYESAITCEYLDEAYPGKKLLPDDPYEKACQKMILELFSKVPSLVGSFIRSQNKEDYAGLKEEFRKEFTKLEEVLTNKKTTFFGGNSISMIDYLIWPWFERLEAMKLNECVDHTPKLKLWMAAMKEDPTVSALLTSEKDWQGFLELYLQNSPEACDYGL
The depositor's hits bear a star; x = not tested or not shown.

SMILES	LYPLA1 counter	pPAFAH FP inh	PAFAH1B3 FP inh	PREPL inh	LYPLA2 counter	PAD4 FP inh	PAFAH1B2 FP inh	PAFAH2 inh	GSTO1 inh
O=C1CCCC/C=C\C[C@H](CC(=O)N(CCO)Cc2ccccc2)C(=O)NCCO1	x	5	14	13	x	7	0	3	x
CC(C)(C)OC(=O)N[C@@H](Cc1ccccc1)C(=O)N1CCC(C(=O)O)CC1	2	1	1	16	-1	-2	2	-6	5
CCOC(=O)c1c(C)[nH]c(C(=O)CSc2ccc(Cl)cc2)c1C	1	6	1	5	-8	-4	7	1	0
N#CC1=C(SCc2ccccc2)NC2=C(C(=O)CCC2)C1c1ccc2c(c1)OCO2 (centres undefined)	1	11	-2	14	-5	-1	-3	-8	8
O=C(CNC(=O)c1ccc(F)cc1)Nc1ccccc1C(F)(F)F	-1	4	5	-6	1	-2	3	2	6
CC(C)N(C(=O)[C@H]1C[C@H](CC(=O)NCCC2=CCCCC2)C(=O)N2CCc3c([nH]c4cc(-c5ccco5)ccc34)[C@]12C)C(C)C	x	15	3	x	x	4	2	-4	x
COc1cnn(-c2ccc(Br)cc2)c(=O)c1SCc1ccccc1	-3	3	0	-2	-4	-1	2	4	8
CC1=CCC2([N+](=O)[O-])CN(CC(=O)O)CC1([N+](=O)[O-])C2 (centres undefined)	0	2	8	-3	7	-3	-2	2	-3
COCCCNC(=O)/C(C#N)=C/c1ccc(OCC(=O)O)c(OC)c1	-7	22	24	-1	-2	-3	9	15	41*
O=[N+]([O-])c1ccc(OCCCOc2cccc3cccnc23)cc1	1	1	-1	-1	6	0	-5	10	4
O=C(N/N=C/c1cn(-c2cccs2)nc1-c1ccccc1)c1ccccc1Br	-29	-17	-15	-4	-59	-7	-23	-71	-15
CCC(Sc1nc2ccccc2c(=O)[nH]1)C(=O)O (centres undefined)	-2	2	11	-4	-2	1	3	4	1
COc1ccccc1CNC(=O)CN1C(=O)CSc2ccc(S(=O)(=O)N3CCCC3)cc21	-1	0	9	2	12	1	7	3	9
Cc1cc(C(=O)NC2CCCCC2)c(C)o1	2	1	-3	8	3	-3	-1	6	-5
O=C(NCc1ccccn1)Nc1ccc(Br)cc1	2	7	4	-3	3	-1	3	-7	1
Cc1nc2ccc(S(=O)(=O)NCC(=O)N3CCCC(C)C3)cc2s1 (centres undefined)	1	4	11	1	1	3	0	-4	5
CNC(=S)N(CCc1c(C)[nH]c2ccccc12)Cc1cc(OC)c(OC)c(OC)c1	1	8	2	10	5	0	10	3	9
C=CC[C@@H](CC(=O)N[C@@H](CO)Cc1ccccc1)C(=O)N[C@H](C)COC(=O)[C@@H](CC=C)Cc1ccc(F)cc1	x	0	3	17	x	4	6	-3	x
Cc1cc2cc(C)c(NCCNC(=O)c3ccccc3)nc2cc1C	10	9	12	18	-5	4	0	-2	5
Cc1cc(C(=O)CCC(=O)NCc2ccccc2F)c(C)s1	2	-5	14	-6	1	-5	0	-5	-3
Cn1c(N2CCN(C(=O)NCc3ccccc3)CC2)nc2ccccc21	-1	0	4	-7	-5	-1	5	9	1
CCCCCCOc1ccc(N2C(=O)CC(SC(=NCC)NCC)C2=O)cc1 (centres undefined)	-1	2	11	-1	13	1	7	10	6
O=C(/C=C/c1ccc2c(c1)OCO2)c1ccco1	3	-1	4	13	6	0	0	5	1
CCn1cc(-c2cc(C(=O)O)c3ccccc3n2)cn1	0	0	20	1	0	-4	4	-8	-2
COc1ccc(C(=O)N(C)Cc2ccon2)cc1OC1CCN(C(C)C)CC1	3	1	14	0	-1	-1	3	5	4
CCc1ccc(C(=O)NN(C(=O)c2ccc(CC)cc2)C(C)(C)C)cc1	-4	4	1	-7	5	-4	0	0	-4
S=C(NCCc1ccccc1)N/N=C/c1cccc(Cl)c1Cl	-17	-8	-34	-52	-29	-3	-23	-25	-5
CC1CCC(NC(=O)C2c3ccccc3C(=O)N2Cc2cccs2)CC1 (centres undefined)	3	-1	4	0	7	5	5	7	6
Cc1ccc(NC(=O)c2sc(=S)n(-c3cc(C)ccc3F)c2N)cc1	0	3	5	4	4	-2	4	-3	-4
COc1cccc(NC(=O)Cn2c3ccc(OC)cc3c3nc4n(c(=O)c32)CCS4)c1	1	3	2	5	-5	-2	-1	-6	1
COc1ccc2nc(C)cc(NCc3cccc(C(F)(F)F)c3)c2c1	-13	8	-1	-65	0	0	0	-2	-4
COc1ccc2oc(C(=O)OC(C)C(=O)N3C(C)CCCC3C)c(C)c2c1 (centres undefined)	x	2	9	10	x	-2	2	-1	x
O=C(O)Cc1c[nH]c2cccc(O)c12	2	47*	19	5	1	2	12	9	42*
Cc1c(Cl)cccc1N=C1SCCN1C(=O)CN1C(=O)NC2(CCCC2)C1=O	-1	13	5	-15	14	-5	7	30*	-3
O=C1C=C(c2ccc3[nH]ccc3c2)C[C@@H](c2ccc(F)cc2)C1	-1	14	9	7	2	1	8	-2	x
Cc1scc(C(=O)NNC(=S)NCC2CCCO2)c1-c1ccccc1 (centres undefined)	-2	-1	4	11	-1	2	10	6	-1
COc1cccc2cc(C(=O)NCc3ccccc3Cl)c(=O)oc12	-2	-2	8	1	-4	-4	3	5	4
CCC(C)(C)n1nnnc1C(C(C)C)N(CCCO)Cc1cc2cc(C)ccc2[nH]c1=O (centres undefined)	2	6	5	8	4	-4	0	0	-5
Cc1csc(NC(=O)c2cccc(Cn3nc(C)c(Br)c3C)c2)n1	-10	1	-8	-11	-4	-1	3	1	-7
Cc1cc(C)cc(OCC(=O)Nc2cccc(-c3nc4ncccc4o3)c2)c1	-10	-9	-3	-40	-17	2	2	3	-3
Cc1occc1-c1nnc(SCC(=O)N2CCCC(C)C2)o1 (centres undefined)	-3	6	6	6	-2	-1	4	1	x
CCN1CCN(C(=O)C2CCN(S(=O)(=O)c3ccc4c(c3)NC(=O)C(C)S4)CC2)CC1 (centres undefined)	-6	-4	-4	4	-7	-7	0	0	2
O=C(NCCc1ccccc1)C1CC(=O)N(CCc2ccccc2)C1 (centres undefined)	2	8	-3	3	12	1	5	-1	0
CC(=O)c1ccc(OC(=O)c2nc(-c3ccccc3)oc2C)cc1	-2	-1	5	-1	2	6	2	6	8
O=c1oc2ccccc2nc1/C=C(\O)c1ccccc1	1	14	x	15	5	3	x	x	12

Limited to PAFAH1B2 FP inh and PAD4 FP inh, for 6 of the compounds above:
Compound | PAFAH1B2 FP inh | PAD4 FP inh
CC1=CCC2([N+](=O)[O-])CN(CC(=O)O)CC1([N+](=O)[O-])C2 (centres undefined) | -2 | -3
COCCCNC(=O)/C(C#N)=C/c1ccc(OCC(=O)O)c(OC)c1 | 9 | -3
O=[N+]([O-])c1ccc(OCCCOc2cccc3cccnc23)cc1 | -5 | 0
O=C(N/N=C/c1cn(-c2cccs2)nc1-c1ccccc1)c1ccccc1Br | -23 | -7
CCC(Sc1nc2ccccc2c(=O)[nH]1)C(=O)O (centres undefined) | 3 | 1
COc1ccccc1CNC(=O)CN1C(=O)CSc2ccc(S(=O)(=O)N3CCCC3)cc21 | 7 | 1

(list continues)
SMILES	LYPLA1 counter	pPAFAH FP inh	PAFAH1B3 FP inh	PREPL inh	LYPLA2 counter	PAD4 FP inh	PAFAH1B2 FP inh	PAFAH2 inh	GSTO1 inh
COc1ccc([C@H]2CC(=O)C=C(c3cc(C)ccc3OC)C2)cc1	3	-3	12	-3	-1	0	4	2	x
COc1ccc(NC(=O)CN2C(=O)NC(C)(c3ccc(C)cc3)C2=O)cn1 (centres undefined)	-4	-1	8	3	1	9	-2	2	x
CC(C)(C)c1ccc(S(=O)(=O)N2CCCC2C(=O)N2CCOCC2)cc1 (centres undefined)	-1	0	x	-5	-4	4	x	x	6
CSCCC(NS(=O)(=O)c1ccc(C)cc1)C(=O)NCC(C)(C)N1CCOCC1 (centres undefined)	3	3	3	6	-4	0	8	5	x
CC1(C)CC(=O)C2=C(C1)NC(=O)CC2c1ccc(N(CCC#N)CCC#N)cc1 (centres undefined)	-2	-2	-1	11	8	6	5	4	2
CCN(Cc1ccccc1)C(=O)COC(=O)c1cc(Cl)nc(Cl)c1	1	6	7	-12	5	0	5	3	0
Cc1sc(NC(=O)c2ccc(F)cc2)c(CN2CCCCCC2)c1C	-1	0	1	5	2	-3	-1	-7	10
COc1ccccc1NC(=S)N1CCCCCC1	-3	2	2	4	-1	-1	-2	-3	6
Nc1nonc1-c1nc2ccccc2n1CCC(=O)O	-2	1	3	6	-8	-2	4	-2	-3
O=C(COC(=O)c1c[nH]c2ccccc12)Nc1ccc([N+](=O)[O-])cc1	-7	4	8	7	-4	-1	-1	73*	x
CCc1cccc(NC(=O)CCS(=O)(=O)c2cc3c(cc2C)NC(=O)CO3)c1	0	-2	-6	6	-6	-1	2	-2	6
CC(C)C(OC(=O)c1cc2c(s1)CCCCC2)C(=O)NC(N)=O (centres undefined)	-3	-1	4	6	-4	1	2	4	-2
Cn1cccc1/C=N/NC(=O)CNc1ccc2ccccc2c1	1	7	x	38	0	2	x	x	-5
CC(=O)c1ccc(OCc2cc(C(=O)NC(C)c3cnn(C)c3)no2)cc1 (centres undefined)	5	1	11	5	30*	1	2	3	6
CCCCNC(=S)N(CCCO)Cc1cc2cc3c(cc2[nH]c1=O)OCCO3	1	5	-2	-3	-4	1	4	5	2
Nc1nc2nonc2nc1N1CCCCC1	-1	-1	3	-1	-6	-3	1	-1	-1

Shown as a hit in pPAFAH FP inh (from the list above):
compound	pPAFAH FP inh	PAFAH1B3 FP inh	PREPL inh	PAD4 FP inh	PAFAH1B2 FP inh	PAFAH2 inh
O=C(O)Cc1c[nH]c2cccc(O)c12	47*	19	5	2	12	9

Two entries from above, with two lines to a compound:
Each structure is followed by: LYPLA1 counter	pPAFAH FP inh	PAFAH1B3 FP inh	PREPL inh	LYPLA2 counter	PAD4 FP inh	PAFAH1B2 FP inh	PAFAH2 inh	GSTO1 inh
> Nc1nonc1-c1nc2ccccc2n1CCC(=O)O
  -2	1	3	6	-8	-2	4	-2	-3
> O=C(COC(=O)c1c[nH]c2ccccc12)Nc1ccc([N+](=O)[O-])cc1
  -7	4	8	7	-4	-1	-1	73*	x

These rows are one share of the data; rates above refer to the full screens.
